# RXFP1 antagonist: antagonists of human relaxin receptor RXFP1; Q9HBX9; HEK293-RXFP1, relaxin-stimulated cAMP HTRF, 30 min; stronger effect = lower value; activity change, negative = inhibition, % at 57.5 µM; 0.59% of 350,000 active; AID 1259400;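 active = activity change of -60% or lower, but not beyond a set lower limit; inconclusive = change between -60% and -40%, or beyond the set limit; inactive = change above -40%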
# Target sequence (Q9HBX9 whole entry, looked up): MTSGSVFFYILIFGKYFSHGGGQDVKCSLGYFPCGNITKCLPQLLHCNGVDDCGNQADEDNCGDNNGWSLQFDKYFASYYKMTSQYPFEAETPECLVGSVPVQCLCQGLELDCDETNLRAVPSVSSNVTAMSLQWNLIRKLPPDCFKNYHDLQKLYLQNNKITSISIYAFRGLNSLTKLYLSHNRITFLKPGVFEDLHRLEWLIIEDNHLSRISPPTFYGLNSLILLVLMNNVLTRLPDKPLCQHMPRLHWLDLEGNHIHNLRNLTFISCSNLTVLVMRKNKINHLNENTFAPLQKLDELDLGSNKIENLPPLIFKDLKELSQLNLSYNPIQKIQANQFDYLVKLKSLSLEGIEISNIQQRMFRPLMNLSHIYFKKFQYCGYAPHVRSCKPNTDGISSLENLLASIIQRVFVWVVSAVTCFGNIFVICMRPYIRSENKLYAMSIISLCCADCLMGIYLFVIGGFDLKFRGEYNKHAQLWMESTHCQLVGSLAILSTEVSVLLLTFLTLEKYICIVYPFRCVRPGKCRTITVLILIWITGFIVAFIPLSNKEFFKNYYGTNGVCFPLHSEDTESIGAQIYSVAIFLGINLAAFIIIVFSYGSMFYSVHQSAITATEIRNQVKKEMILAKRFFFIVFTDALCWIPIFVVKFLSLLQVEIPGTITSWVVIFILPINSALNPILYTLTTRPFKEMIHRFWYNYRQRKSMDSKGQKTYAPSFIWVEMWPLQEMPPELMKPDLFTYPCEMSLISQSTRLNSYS
# * = called active by the depositor; u = inconclusive. % is set by controls: 0 for no effect and ±100 for the full control effect.
SMILES,RXFP1 antagonist
CSc1ccc(C2NC(=O)c3ccccc3N2)cc1 (centres undefined),-5.2
O=C(COC(=O)c1ccc(F)cc1F)Nc1ccc2c(c1)OCO2,2.6
Cc1ccc(NC(=O)COC(=O)c2ccco2)cc1S(=O)(=O)N1CCCCC1,0.3
COc1cccc2cc(-c3ccccc3)oc12,-3.6
C[C@H](CO)N1C[C@H](C)[C@@H](CN(C)S(=O)(=O)c2ccc(C#N)cc2)OCc2cnnn2CCCC1=O,10.2
CCN(CC)C(=O)C1=C(C)N(Cc2ccc(C(C)(C)C)cc2)C(=O)C(CC(=O)NCc2ccco2)C1 (centres undefined),17.0
Cc1cc(C)c(NC(=O)COC(=O)c2ccncc2)c(C)c1,3.5
CN(c1ccccc1)S(=O)(=O)c1cccc(NC(=O)CCNC(=O)c2ccco2)c1,-8.7
CCN(CC)c1ccc(C=NNc2ccc([N+](=O)[O-])cn2)cc1,-15.1
CCOc1ccc(NC(=O)OCCN2CCN(CCc3ccccc3)C(C)C2)cc1 (centres undefined),7.1
CCOc1ccc(NC(=O)c2nnn(CC(=O)Nc3ccccc3OC)c2N)cc1,-2.3
COCCCN1C(=O)C(CC(=O)NCc2ccco2)CC(C(=O)N(C)C)=C1C (centres undefined),0.0
O=C(C=Cc1ccco1)c1cc(Cl)ccc1O,-16.7
CSCCC(NC(=O)c1ccccc1Cl)C(=O)NCC(c1ccc(F)cc1)N1CCOCC1 (centres undefined),-12.9
CCn1c(C)cc(C(=O)CSc2nnc(C3CC3)n2C2CC2)c1C,7.7
O=C(NCc1ccccc1OC(F)(F)F)C1CCC(=O)N(CCc2ccccn2)C1 (centres undefined),-15.8
NC(=O)C1(N2CCCCC2)CCN(C(=O)c2cc(COc3c(F)cccc3F)on2)CC1,-4.8
O=C(O)CSCC(=O)Nc1ccccc1,5.7
NC(=O)c1ccc(NC(=O)COC(=O)/C=C/c2ccc(Br)o2)cc1,-1.5
CCn1c(O)c(N=NC(=O)CNC(=O)c2cccnc2)c2ccccc21,-6.8
CC(C)(O)CN(C(=O)C(c1ccccc1)c1ccccc1)C1CCCCC1,-18.3
NC(CSC(c1ccccc1)(c1ccccc1)c1ccc2c(c1)OCO2)C(=O)O (centres undefined),-9.5
O=c1c2ccccc2nc(/C=C/c2cc(Br)ccc2O)n1CCO,-22.8
COc1ccc(CCNC(=O)c2c(O)c3cc(OC)c(OC)cc3[nH]c2=O)cc1OC,-1.0
O=c1[nH]c2cc([N+](=O)[O-])ccc2c2ccc([N+](=O)[O-])cc12,-9.3
CS(=O)(=O)c1ccc(Cl)c(NC(=O)CN2CCN(S(=O)(=O)/C=C/c3ccccc3)CC2)c1,-2.5
Cc1cc2c(cc1C)N(C(=O)CCl)CCN2C(=O)CCl,-4.3
O=C(CC1(CC(=O)N2CCOCC2)CCCC1)Nc1ccc(F)cc1,-12.9
Cc1ccc(S(=O)(=O)N2CCOCC2)cc1NC(=O)Cn1nnc(-c2ccccc2)n1,5.2
c1ccc(NCCSc2nc3ccccc3s2)cc1,u
Cc1ccc(C)c(NC(=O)C(c2ccccc2)N2CCN(CC(=O)N3CCOCC3)CC2)c1 (centres undefined),4.4
O=C(CCCOc1ccccc1)Nc1cccc(S(=O)(=O)N2CCOCC2)c1,-15.3
CCn1c(C)nnc1SCC(=O)Nc1ccc(OC)cc1,-3.4
CN(C(=O)Nc1ccc(F)cc1)[C@H]1C[C@H]2c3[nH]c4ccccc4c3CCN2C(=O)[C@H]1CO,3.4
CN(C)CC1CCC/C(=C/c2ccc(Cl)cc2)C1=O (centres undefined),-7.3
CC(=O)Nc1ccc(NC(=O)CS(=O)(=O)c2cn(CC(=O)N3CCC(C)CC3)c3ccccc23)cc1,-3.5
COc1ccccc1C=NN=Cc1ccccc1OC,-8.7
C[C@H]1CCCCO[C@@H](CN(C)S(=O)(=O)c2ccc(F)cc2)[C@@H](C)CN([C@@H](C)CO)C(=O)c2cc(NC(=O)Nc3ccc4c(c3)OCO4)ccc2O1,9.4
Cc1cccc2cc(C#N)c(SCC(=O)NNC(=O)Cc3ccccc3)nc12,-27.6
O=C(NCCCN1CCOCC1)c1ccc(Cl)c([N+](=O)[O-])c1,-4.5
CC1CCC(NC(=O)CN2CCN(S(=O)(=O)c3ccc(Br)s3)CC2)CC1 (centres undefined),-4.4
C#CCN(Cc1ccco1)C(=O)c1cc(COc2cccc3cccnc23)on1,6.1
CCOC(=O)c1ccc(COC(=O)c2ccc(-c3nnc(-c4ccccc4)o3)cc2)o1,-11.0
CCOc1ccccc1C(=O)NC(C)CCc1ccccc1 (centres undefined),2.0
CCC1(c2ccccc2)SC(N)=NC1=O (centres undefined),1.3
CCOC(=O)c1c(C)[nH]c(C(=O)OC(C)C(=O)NC2(C#N)CCCCC2)c1C (centres undefined),1.1
COc1ccc(COC(=O)CCc2cc(OC)c(OC)c(OC)c2)cc1F,-9.7
CC1(C)C(CC(=O)O)CC1C(=O)O (centres undefined),-10.1
CC(C)Cc1ccc(CN2CCCC(NC(=O)c3cnc4ccccn4c3=O)C2)cc1 (centres undefined),-6.6
CCN(CC)C(=O)c1sc2nc(-c3ccccn3)[nH]c(=O)c2c1C,-10.3
Cc1ccc(S(=O)(=O)NC(=O)NCc2ccco2)cc1,-15.7
COc1cc(C(=O)NCc2ccccc2Cl)ccc1OCC(=O)N1CCOCC1,-9.9
COc1ccc(C(=O)N2CC(c3ccc(Cl)cc3)CC2=O)cc1 (centres undefined),-2.6
Cc1ccc(NC(=O)C[n+]2ccccc2)cc1[N+](=O)[O-],-0.6
Cc1ccc(S(=O)(=O)NN=Cc2ccccc2Cl)cc1,2.5
CC1Cc2ccccc2N1S(=O)(=O)c1cccc(C(=O)OCC(=O)N2CCOCC2)c1 (centres undefined),-16.1
O=S1(=O)CCN(C2CCCCCCC2)CC1,0.2
COc1ccccc1NS(=O)(=O)c1ccc(C(=O)NCC(c2ccccc2OC)N2CCCC2)cc1 (centres undefined),-1.7
CCCCn1c(N)c(N(CCOC)C(=O)CC2CCCCC2)c(=O)[nH]c1=O,-12.9
COc1ccc(NC(=O)c2ccc(NC(=O)CN3CCN(c4ccccc4OC)CC3)cc2)cc1,0.9
# Continued.
SMILES,RXFP1 antagonist
CCCCCCCCCC1NC(C(=O)O)Cc2c1[nH]c1ccccc21 (centres undefined),-1.3
CC(=O)N1CCN(C(=O)CNC(=O)c2ccc(C)s2)CC1,-3.9
O=C(COC(=O)c1ccc([N+](=O)[O-])o1)NCCCc1ccccc1,16.5
CCOc1ccc(C(=O)CN2CCN(S(=O)(=O)c3ccc(F)cc3)CC2)cc1,1.1
Cc1ccc(S(=O)(=O)SCCCSS(=O)(=O)c2ccc(C)cc2)cc1,-27.7
O=C(CSc1ncnc2ccccc12)N1CCNC1=O,10.1
CC(=O)NC(c1ccc(N(C)C)cc1)c1cc(Cl)c2cccnc2c1O (centres undefined),-28.3
CN1CCC(OC(c2ccccc2)c2ccc(Cl)cc2)C1 (centres undefined),u
NC(=O)c1ccccc1NC(=O)C(c1ccccc1)c1ccccc1,-7.4
COc1ccc(NC(=O)N(O)C2(C#N)CCCCC2)cc1,14.4
COc1cccc(-c2nnn(CC(=O)N(C3CCCCC3)C3CCS(=O)(=O)C3)n2)c1 (centres undefined),-5.3
CC1CN(S(=O)(=O)c2cccc(C(=O)NCCc3ccc(S(N)(=O)=O)cc3)c2)CC(C)O1 (centres undefined),-7.8
c1cnc(NCCSSCCNc2ncccn2)nc1,3.3
CC(Cc1ccccc1)N1CCCC1=O (centres undefined),-7.3
Brc1ccc2ncc3ccccc3c2c1,-1.3
N=c1c(S(=O)(=O)c2ccccc2)cc2c(=O)n3ccccc3nc2n1C1CCCCC1,-18.9
COc1ccc(NS(=O)(=O)c2cccc(C(=O)N3CCN(S(=O)(=O)c4ccccc4)CC3)c2)cc1,-14.4
CC(NC(=O)C(=O)c1cn(CC(=O)N2CCCC2)c2ccccc12)c1ccccc1 (centres undefined),-0.3
COc1cccc(/C=C/C(=O)OCC(=O)Nc2ccc3c(c2)OCO3)c1,-1.2
COC(=O)C[C@H]1C[C@H]2c3cc(NC(=O)Nc4ccc(F)cc4)ccc3O[C@H]2[C@@H](CO)O1,8.0
COc1ccc(S(=O)(=O)N2CCCCCC2)cc1C(=O)OCC(=O)NC1CCS(=O)(=O)C1 (centres undefined),5.0
O=C(O)C(=Cc1ccccc1[N+](=O)[O-])c1ccccc1,-2.8
Cc1cc([N+](=O)[O-])ccc1NCc1cccc2ccccc12,-19.6
CCCCC(CC)COC(=O)c1ccccc1C(=O)O (centres undefined),-23.1
Cc1cccc(CN(Nc2ccccc2)c2ccccc2)n1,-28.6
Cc1cc(OCC(=O)Nc2nccs2)c2c(C)c(C)c(=O)oc2c1,-3.5
CCOC(=O)c1cc(Cl)c2c(ccc3ccccc32)n1,5.4
CC(=NO)c1ccc2c(c1)Cc1cc([N+](=O)[O-])ccc1-2,-2.3
O=C(CCc1ccc(S(=O)(=O)N2CCOCC2)cc1)OCC(=O)c1ccc(Br)cc1,-3.8
CCOC(=O)C1=CC(=O)CC(C)(C)O1,-6.4
COC(=O)C1CCN(C(=O)COC(=O)c2ccc(N3CCCC3=O)cc2)CC1,-1.5
O=C(Cc1ccc(S(=O)(=O)N2CCOCC2)s1)N1CCN(S(=O)(=O)c2cccc(F)c2)CC1,-6.6
Cc1ccc(Nc2cc(C)nc3ccccc23)c(C)c1,-5.1
O=[N+]([O-])c1cc(S(=O)(=O)Nc2ccccc2)ccc1Nc1ccccc1,-32.0
C[C@H](O)CNC(=O)c1[nH]cnc1C(=O)N[C@@H](C)c1ccccc1,-1.5
COc1ccc(CCNC(=O)C2CC(O)CN2S(=O)(=O)c2ccc(Cl)cc2)cc1OC (centres undefined),-8.1
COc1ccc(NC(=O)CCCNC(=O)c2ccc(Cl)cc2)cc1S(=O)(=O)N1CCOCC1,3.8
C(=C1c2ccccc2-c2ccccc21)c1ccncc1,-23.8
CCc1ccccc1NC(=O)c1nnn(CC(=O)Nc2ccccc2C)c1N,1.0
COc1ccc(OC)c(-n2c(SCC(=O)NCC3CCCO3)nc3ccccc3c2=O)c1 (centres undefined),-4.8
CC1=C(C(=O)N(C)C)CC(CC(=O)NC2CCCC2)C(=O)N1Cc1ccc(F)cc1 (centres undefined),-0.6
O=C(CSc1ccc(Cl)cc1)Nc1ccccc1,-3.4
O=C(CCN=C1NS(=O)(=O)c2ccccc21)OCc1nnc(-c2ccc([N+](=O)[O-])cc2)o1,-11.1
CSc1ncnc2c1ncn2CCCN1CCN(c2ccccn2)CC1,4.4
CCN(CC)CCCNc1ccc2ncn3c4ccc(O)cc4c(=O)c1c23,-21.2
N#Cc1ccc(CN(Nc2ccccc2)c2ccccc2)cc1,-5.1
C/C(=N\O)C(C)/[N+]([O-])=C/c1nc(C)c(C)n1O (centres undefined),-4.9
CSc1ncccc1C(=O)OCC(=O)c1cc(C)n(C)c1C,-11.2
COC(=O)CC1(C(=O)OC)Oc2ccccc2C(=O)N1c1ccc(F)cc1F (centres undefined),-19.9
CC(NC(=O)COC(=O)c1ccccc1O)C1CC2CCC1C2 (centres undefined),-10.5
CCCCn1c(N)c(N(C)C(=O)c2cccc(-n3cnnn3)c2)c(=O)[nH]c1=O,3.4
CC(=O)CSc1nc2nccnc2[nH]1,-4.9
O=C(CN1CC(=O)Oc2ccccc21)OCC(=O)c1ccc(Br)cc1,-1.7
CCCCCCN1C[C@H](n2cc(COC(=O)c3ccccc3)nn2)[C@@H](O)C[C@@H]1c1ccc(Cl)cc1,13.0
COc1ccc(OC)c2nc3c(C(=O)NCCN(C)C)cccc3nc12,-14.8
CCOC(=O)C1CCN(C(=O)CCNC(=O)c2ccccc2OC)CC1,-16.1
CC(C)N(Cc1ccccc1)S(=O)(=O)c1ccc(-n2cccn2)cc1,-1.2
CC(=O)c1ccc(NC(=O)CSc2nc3ccccc3c(=O)n2CCCN2CCOCC2)cc1,-5.3
Cc1ccc(S(=O)(=O)N2CCOCC2)cc1C(=O)NC(C)CCc1ccccc1 (centres undefined),-0.6
O=C(CN1CCN(CC(=O)Nc2ccc3c(c2)OC2(CCCCC2)O3)CC1)Nc1cccc(F)c1,-3.9

# A run of entries from further up:
SMILES,RXFP1 antagonist
CC1=C(C(=O)N(C)C)CC(CC(=O)NC2CCCC2)C(=O)N1Cc1ccc(F)cc1 (centres undefined),-0.6
O=C(CSc1ccc(Cl)cc1)Nc1ccccc1,-3.4
O=C(CCN=C1NS(=O)(=O)c2ccccc21)OCc1nnc(-c2ccc([N+](=O)[O-])cc2)o1,-11.1
CSc1ncnc2c1ncn2CCCN1CCN(c2ccccn2)CC1,4.4
CCN(CC)CCCNc1ccc2ncn3c4ccc(O)cc4c(=O)c1c23,-21.2
N#Cc1ccc(CN(Nc2ccccc2)c2ccccc2)cc1,-5.1
C/C(=N\O)C(C)/[N+]([O-])=C/c1nc(C)c(C)n1O (centres undefined),-4.9
CSc1ncccc1C(=O)OCC(=O)c1cc(C)n(C)c1C,-11.2
COC(=O)CC1(C(=O)OC)Oc2ccccc2C(=O)N1c1ccc(F)cc1F (centres undefined),-19.9
CC(NC(=O)COC(=O)c1ccccc1O)C1CC2CCC1C2 (centres undefined),-10.5
CCCCn1c(N)c(N(C)C(=O)c2cccc(-n3cnnn3)c2)c(=O)[nH]c1=O,3.4
CC(=O)CSc1nc2nccnc2[nH]1,-4.9
O=C(CN1CC(=O)Oc2ccccc21)OCC(=O)c1ccc(Br)cc1,-1.7
CCCCCCN1C[C@H](n2cc(COC(=O)c3ccccc3)nn2)[C@@H](O)C[C@@H]1c1ccc(Cl)cc1,13.0
COc1ccc(OC)c2nc3c(C(=O)NCCN(C)C)cccc3nc12,-14.8
CCOC(=O)C1CCN(C(=O)CCNC(=O)c2ccccc2OC)CC1,-16.1
CC(C)N(Cc1ccccc1)S(=O)(=O)c1ccc(-n2cccn2)cc1,-1.2

# More entries follow.
SMILES,RXFP1 antagonist
CN(C)c1ccc(CCc2ccc(N)cc2)cc1,-5.1
O=[N+]([O-])c1cccc(C=NNC(=S)NC23CC4CC(CC(C4)C2)C3)c1,-7.7
CC(C)(C)NC(=O)CN1C(=O)c2cccc3cccc1c23,7.2
CC(=O)Nc1ccc(NC(=O)COC(=O)C2CCC(C(C)(C)C)CC2)cc1 (centres undefined),-7.5
CC(=O)Nc1ccc2c3c(ccc([N+](=O)[O-])c13)CC2,1.6

# The list is partial, so the mix of outcomes need not match the whole.
